STAT3 inh: STAT3 signaling inhibition | U3A cells, IL-6 STAT3-luciferase reporter, luminescence; host cell line lacks STAT1 | hit rate 0.89% among 190,000 | inhibition, % at 5.5 µM;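 active = inhibition above the mean inhibition across all screened compounds plus 3 SD, cut at about 44% in these data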;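 note: 0% = DMSO only wells and 100% = 100 µM nifuroxazide control wells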
STAT3 act: increases IL-6 driven STAT3 reporter signal; activation (% of control), % at 5.6 µM; U3A cells, IL-6 STAT3-luciferase reporter, luminescence; 100% = signal with IL-6 EC80 alone; AID 871; hit rate 0.91% among 190,000;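 active = activation above the screen-wide mean of compound activation plus 3 SD, cut at about 130% in these data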;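 note: 0% = background luminescence of wells with medium and substrate only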
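Test system: human U3A cells carrying STAT3-luciferase construct; control set: IL-6-only wells as 100% reference; timing: compound pre-incubation 1 h before IL-6, then 6 h stimulation at 37 °C; also added: IL-6 stimulus at 33 ng/mL final; evaluation: % activation versus median of IL-6-stimulated wells; detection: reporter luminescence signal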
bIAP activator: intestinal alkaline phosphatase (bovine) activation; AID 1016; activation factor at 20 µM; hit rate 0.17% among 200,000; purified bovine IAP, CDP-star luminescence, 30 min; stronger effect = higher value; fold of DMSO-control signal, blank-subtracted;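 active = activation factor of 2 or more at 20 µM, a signal rise over negative controls twice the positive control's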
TR-FRET SRC-2 ct: flags TR-FRET format artefacts in PPARgamma SRC-2 recruitment agonist screen; hit rate 0.4% among 200,000; TR-FRET artefact counter-screen; stronger effect = higher value; AID 1049; TR-FRET ratio at 8 µM; in the data active = TR-FRET ratio above about 2000; note: inactives centre near 1500
ROMK primary: human ROMK K+ channel modulation, primary screen | P48048 | Tet-inducible ROMK, thallium flux fluorescence; actives lie on both sides | B-score at 10 µM | hit rate 2% among 130,000;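 active = signal ratio slope over the read window, or its plate-corrected B-score, at least 3 SD from the plate mean, either direction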;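 note: B-score of the F/F0 ratio slope over 7 to 12 s after thallium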
Target sequence (P48048 whole entry, looked up): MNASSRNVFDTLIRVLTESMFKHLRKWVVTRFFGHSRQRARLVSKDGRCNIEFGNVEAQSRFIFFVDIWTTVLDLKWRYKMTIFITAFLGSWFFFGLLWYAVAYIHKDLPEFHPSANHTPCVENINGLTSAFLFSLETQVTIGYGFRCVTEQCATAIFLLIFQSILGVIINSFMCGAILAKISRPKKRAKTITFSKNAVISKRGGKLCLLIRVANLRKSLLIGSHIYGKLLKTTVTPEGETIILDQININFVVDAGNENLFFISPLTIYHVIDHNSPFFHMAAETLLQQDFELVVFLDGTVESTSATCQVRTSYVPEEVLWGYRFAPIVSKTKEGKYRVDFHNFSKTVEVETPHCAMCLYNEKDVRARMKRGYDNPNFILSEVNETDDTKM
STAT1 blocker: inhibitors of IFN-gamma induced STAT1 signaling | NIH 3T3 STAT1-luciferase reporter, luminescence | inhibition, % at 5.5 µM | hit rate 0.35% among 200,000;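 active = inhibition above a set limit, the mean inhibition across all tested compounds plus 3 SD, cut at about 34% in these data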;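 note: 0% = IFN-gamma with DMSO and 100% = IFN-gamma with 300 µM nifuroxazide; values of inactives mirror those of a sister screen read the other way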
PPARg SRC3 recr: promotes SRC-3 coactivator recruitment by human PPARgamma; biochemical PPARgamma/SRC-3 coactivator recruitment assay; activation, % at 8 µM; hit rate 0.26% among 200,000; AID 731; in the data active = activation above about 23%;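 note: 0% = DMSO and 100% = reference agonist; some compounds past the cut are filed as inactive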
Target sequence (P37231 whole entry, looked up): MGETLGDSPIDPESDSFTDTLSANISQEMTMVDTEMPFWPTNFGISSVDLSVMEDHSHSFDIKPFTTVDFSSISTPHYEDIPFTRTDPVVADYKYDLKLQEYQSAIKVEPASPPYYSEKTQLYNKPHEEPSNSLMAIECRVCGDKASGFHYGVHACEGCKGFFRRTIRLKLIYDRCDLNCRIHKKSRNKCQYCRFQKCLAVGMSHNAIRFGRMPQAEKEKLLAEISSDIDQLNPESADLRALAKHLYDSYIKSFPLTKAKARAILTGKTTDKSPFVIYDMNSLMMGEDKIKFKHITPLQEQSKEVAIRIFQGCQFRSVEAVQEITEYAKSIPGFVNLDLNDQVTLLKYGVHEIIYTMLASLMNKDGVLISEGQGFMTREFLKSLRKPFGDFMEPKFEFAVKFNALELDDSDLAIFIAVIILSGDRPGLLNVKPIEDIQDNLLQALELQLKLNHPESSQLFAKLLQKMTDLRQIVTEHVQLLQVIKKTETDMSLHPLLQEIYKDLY
PPARg SRC-1 ag: PPARgamma-driven SRC-1 recruitment agonism; PPARgamma-SRC-1 coactivator recruitment biochemical assay; activation, % at 8 µM; P37231; hit rate 0.41% among 200,000; in the data active = activation above about 19%;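 note: 0% = DMSO and 100% = reference agonist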
TNAP act hiacc: activators of human TNAP at high phosphate acceptor concentration; P05186; purified TNAP, CDP-star luminescence, 1 M DEA, 30 min; stronger effect = higher value; 0 = EDTA background, 1 = DMSO-only activity; activation factor at 20 µM; 200,000 tested, under 10 active;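 active = activation factor at least 2 at 20 µM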
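Measured by: Luminescent substrate turnover signal | Test system: Human TNAP | Input: TNAP 1/800 final | Dosing: 20 µM single point | Schedule: 30 min, room temperature | Controls: EDTA wells as negative control, DMSO wells as positive control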
PPARg SRC-2 ag: agonists of SRC-2 recruitment by human PPARgamma; P37231; PPARgamma LBD-SRC-2 recruitment, biochemical; activation, % at 8 µM; hit rate 0.34% among 200,000; AID 1032; in the data active = activation above about 22%;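 note: 0% = vehicle and 100% = reference agonist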
bIAP inh: intestinal alkaline phosphatase (bovine) inhibition; AID 1019; 190,000 tested, under 10 active; purified bovine IAP, CDP-star luminescence, 30 min; inhibition, % at 20 µM;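 active = over 50% inhibition of intestinal alkaline phosphatase at 20 µM in the single-dose screen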
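Incubation: 30 min reaction at room temperature / Material: purified bovine intestinal alkaline phosphatase (IAP) enzyme / Input: enzyme at 1/65,000,000 dilution / Dosing: 20 µM single dose / Signal: CDP-star luminescence signal / Reagent: CDP-star chemiluminescent phosphatase substrate, 30 µM final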
The depositor's hits bear a star; x = not tested or not shown.

SMILES	STAT3 inh	STAT3 act	bIAP activator	TR-FRET SRC-2 ct	ROMK primary	STAT1 blocker	PPARg SRC3 recr	PPARg SRC-1 ag	TNAP act hiacc	PPARg SRC-2 ag	bIAP inh
Cc1ccc(CNC(=O)COC(=O)CSc2ccc(Br)cc2C)cc1	-3	106	0.9	1594	x	1	0	9	0.9	2	10
CN1CCc2[nH]c3ccc(C(=O)NN)cc3c2C1	7	98	1	1540	0.37	-11	-2	3	1	8	3
O=C(O)c1cn(-c2ccc(N3CCCC3)c(F)c2)c2c(F)c(F)c(F)cc2c1=O	23	89	1.2	3278*	-0.91	8	38*	67*	1	68*	-19
COc1ccc(CNc2nc(NCc3ccc(OC)cc3)n(C(=O)c3ccncc3)n2)cc1	2	102	1.1	1627	-0.43	-1	2	6	1	8	-14
Cc1ccc(NC(=O)C2SC(=Nc3ccccc3)C(C(=O)Nc3ccc(Cl)cc3)=C2N)cc1 (centres undefined)	12	94	1	1509	0.042	-5	-3	14	1	0	4
N#Cc1nc(-c2ccco2)oc1NCc1cccnc1	2	101	0.9	1482	-0.078	5	2	6	1	5	9
CCn1c(=O)cc(SCC(=O)N2CCCCC2)c2ccccc21	16	88	1	2691*	0.5	14	52*	44*	1.1	48*	3
Cc1cc(C(=O)Nn2c(C)nc3ccccc3c2=O)ccc1[N+](=O)[O-]	5	101	0.9	1525	0.58	-8	0	6	1	-3	9
Cn1ccnc1SCC(=O)NC12CC3CC(CC(C3)C1)C2	3	99	1	1634	x	-4	12	6	1.1	-3	5
Cc1cc(=O)oc(C)c1C(=O)NCc1ccccn1	7	102	0.9	1398	-0.025	-5	3	0	1.1	-2	5
Cc1nnc(SCC2=C(C(=O)O)N3C(=O)C(NC(=O)c4cc(F)c(F)cc4Cl)C3SC2)s1 (centres undefined)	3	99	1.3	1352	0.18	4	-2	1	1	-9	-29
COc1ccc(-c2coc3cc(O)ccc3c2=O)cc1O	x	x	0.9	1690	x	-1	7	2	1	-4	14
Cc1cc(C)c2cc(C#N)c(N3CCCN(S(=O)(=O)c4ccccc4)CC3)nc2c1	4	99	x	1481	x	-1	4	-1	x	2	x
O=C1CC(=C2c3ccccc3-c3ccccc32)C(=O)N1CCCCN1CCN(c2ccccc2)CC1	4	99	0.9	1473	0.25	1	6	-1	1	-2	5
Cc1nc(S(=O)(=O)NC2CCCCC2)c(C#N)c(C)c1Cl	3	101	0.9	1538	-1.9	15	1	-2	1	9	5

Sorted by molar mass (ascending): some entries from above.
SMILES	STAT3 inh	STAT3 act	bIAP activator	TR-FRET SRC-2 ct	ROMK primary	STAT1 blocker	PPARg SRC3 recr	PPARg SRC-1 ag	TNAP act hiacc	PPARg SRC-2 ag	bIAP inh
N#Cc1nc(-c2ccco2)oc1NCc1cccnc1	2	101	0.9	1482	-0.078	5	2	6	1	5	9
Cc1cc(C)c2cc(C#N)c(N3CCCN(S(=O)(=O)c4ccccc4)CC3)nc2c1	4	99	x	1481	x	-1	4	-1	x	2	x
COc1ccc(CNc2nc(NCc3ccc(OC)cc3)n(C(=O)c3ccncc3)n2)cc1	2	102	1.1	1627	-0.43	-1	2	6	1	8	-14

Next section
SMILES	STAT3 inh	STAT3 act	bIAP activator	TR-FRET SRC-2 ct	ROMK primary	STAT1 blocker	PPARg SRC3 recr	PPARg SRC-1 ag	TNAP act hiacc	PPARg SRC-2 ag	bIAP inh
COc1cccc(CNC(=O)CCC2CCCN(C(=O)c3ccc(OC)c(F)c3)C2)c1 (centres undefined)	-6	107	1.1	1350	0.44	-3	0	-3	1.1	-4	-10
O=[N+]([O-])c1ccc(Cl)cc1Sc1nc2ccccc2o1	8	96	0.9	1534	x	-8	0	0	1	3	11
CCOC(=O)COc1ccccc1/C=N/O	3	96	1.3	1396	0.72	-1	-1	-4	1	-15	-25
CC(C)(C)c1nn2cnnc2n(/N=C/c2ccccc2)c1=O	1	99	1	1569	x	-2	0	-8	1	0	-4
CN(Cc1cccnc1)Cc1c(C(=O)N2CCc3ccccc3C2)nc2ccc(Cl)cn12	-6	110	1.2	1577	-0.88	5	-2	-4	1	-8	-19
Cc1cc(C)n(-c2ccc(C(=O)OCC(=O)Nc3ccc(S(=O)(=O)N4CCCCC4)cc3)cc2)n1	1	104	1.1	1381	2*	-4	2	-1	1	0	-8
CC(C)(C)c1c(Cl)c(O)c(-c2ccccc2)c(=O)n1-c1ccccc1	-11	114	1	1477	-1.8	-3	-2	-1	0.9	-6	-1
O=C(COc1ccc(-c2nnco2)cc1)NCc1ccccc1Cl	0	96	1	1713	x	-5	4	3	1.1	10	0
O=C(c1ccccc1)N1CCC(O)(c2cccnc2)CC1	1	100	1	1505	0.099	-3	-4	2	1	4	1
N=c1sccn1CC(=O)NCc1ccc(Cl)cc1Cl	-6	106	1.1	1523	-1.8	-13	4	-4	1	1	-6
CCOC(=O)c1sc2nc(C)nc(Nc3ccc(OC)cc3)c2c1C	16	88	0.9	1717	-0.079	1	3	1	1	8	8
Cc1cc(C(=O)COC(=O)c2ccc(O)cc2)c(C)n1-c1ccccc1F	13	90	1.1	1702	0.36	-30	2	2	1.1	7	-13
C/C(=N\NC(=O)c1ccccc1O)c1cccs1	61*	51	1.1	1888	0.99	-14	9	8	1	5	-5
CCOC(=O)c1c(C)[nH]c(C)c1C(=O)COC(=O)CNC(=O)C1CCCCC1	-6	107	1.1	1439	1.4	-4	3	4	1	5	-9
COc1ccccc1Nc1nccc(N(C)C)c1C#N	10	95	1.1	1724	0.061	6	3	5	1	9	-10
COc1ccc2c(c1)CCc1c(C(=O)Nc3cc(C)n(Cc4ccc(Cl)cc4)n3)noc1-2	16	92	0.9	1499	x	0	0	10	1	8	6
Cc1nc2scc(-c3ccc(C(C)C)cc3)c2c(=O)n1N	30	77	0.9	1572	0.58	8	-3	3	1	-4	11
COc1ccc(-c2nnn(CC(=O)N(CC(=O)NC3CCCC3)Cc3cccs3)n2)cc1OC	6	99	1.2	1500	x	-1	-4	5	1.1	5	-19
CCCCNC(=O)C1CCN(C/C(C)=C/c2ccccc2)CC1	8	96	1.1	1653	x	9	3	2	1	-2	-6
O=C(NC(=S)Nc1ccccc1N1CCCCC1)c1cccs1	-10	106	1	1753	0.21	-2	4	13	1	6	1
Cc1cc(C)c(NC(=O)Cn2c(=O)n(Cc3ccco3)c(=O)c3ccccc32)c(C)c1	0	106	0.9	1497	x	2	2	2	1	6	12
COc1cc(C(=O)N2c3ccccc3CC2C)cc(OC)c1OC (centres undefined)	-8	109	1.1	1453	x	5	1	-5	1	1	-10
O=C(Cn1ccc([N+](=O)[O-])n1)Nc1nc2ccccc2s1	-18	118	0.9	1613	x	-7	2	7	1	3	8
COc1ccccc1NC(=S)NC1CCCCC1	0	103	1.1	1514	0.011	-1	3	-6	1	-1	-6
CC(=O)c1ccc(NC(=O)c2cc(Cl)nc3ccccc23)cc1	14	88	1.1	1623	0.83	2	6	2	1	10	-12
Fc1cc(F)cc(NC(=S)N2CCC(c3ccccc3)C2)c1 (centres undefined)	2	104	1.2	1603	-0.25	-44	2	-1	1	3	-16
CCOc1ccc(CCNC(=O)c2ccc(N3CCCC3=O)cc2)cc1OCC	-1	100	0.9	1454	0.054	3	-7	-5	1	-3	7
Oc1[nH]c2ccccc2c1C1=NCCCC1	26	79	0.9	1782	-0.37	10	8	8	1.1	1	7
Cc1c(NC(=O)COC(=O)c2cc(-c3ccc(-c4ccccc4)cc3)nc3ccccc23)c(=O)n(-c2ccccc2)n1C	-11	105	0.9	1559	x	-51	-2	4	1	1	7
CCOC(=O)N1CCC(NCCNC(=O)c2ccco2)CC1	3	102	1	1344	0.14	-3	3	-5	1	-4	4
COc1cc(C(=O)NCC(=O)OC(C)C(=O)Nc2ncc(Cl)cc2Cl)cc(OC)c1OC (centres undefined)	1	100	1	1537	0.78	-11	-1	4	1	-9	2
COc1ccc(C)cc1NC(=O)CSc1nnc(COc2ccc(Cl)cc2)n1Cc1ccco1	-6	107	1	1628	x	5	1	-2	1.1	8	0
CCOC(=O)c1c(C)[nH]c(C(=O)N/N=C\c2ccccc2Cl)c1C	22	80	1	1608	x	10	-1	-5	1	8	-4
O=S(=O)(Nc1cc(Cl)ccc1N1CCCCC1)c1cccs1	10	96	0.9	1593	-1	9	-2	2	1.1	1	14
CCN(CC)CCCNc1ncnc2ccccc12	5	98	1	1442	1.3	-8	0	-13	1	2	0
COC(=O)c1ccc(COC(=O)C23CC4CC(CC(O)(C4)C2)C3)o1	3	102	1	1407	-0.2	-15	-1	1	1	-2	4
COc1ccc(C(=O)Cc2ccc(OC)c(OC)c2)c(OC)c1	25	84	1	1320	-1.2	4	-2	-6	1	0	4
O=c1[nH]cnc2c1ncn2[C@@H]1O[C@H](CO)[C@@H](O)[C@H]1O	6	97	1	1462	x	-3	0	6	1	-6	3
COC(=O)c1cnn2c(C(F)(F)F)cc(-c3ccccc3)nc12	9	93	0.8	1460	0.033	-7	-5	3	1	5	18
Cc1nonc1OCC(C)(COc1nonc1C)NC(=O)c1ccc(Cl)cc1	3	100	1	1760	-0.024	-7	-7	5	1	10	-4
O=C(O)C1CCN(c2ccc(S(=O)(=O)N3CCOCC3)cc2[N+](=O)[O-])CC1	5	105	0.8	1452	-0.11	-1	-3	2	1	-1	16
COc1ccc(C(=O)n2ccc(C)n2)cc1Br	2	101	0.9	1576	-0.46	0	3	-2	1	-4	7
O=C(NCc1cccs1)C1CC(c2ccc(Cl)c(Cl)c2)=NO1 (centres undefined)	10	94	0.9	1473	x	-8	-2	-3	1	-5	8
CCOC(=O)CNC(=O)CNC(=O)Cn1ccc2ccccc2c1=O	8	98	1.1	1501	-0.51	-5	0	5	1	8	-10
CO/N=C/C(C#N)=C/c1ccc(OC)c(OC)c1	27	80	1.1	1733	0.051	5	1	6	1	5	-7
CCCCCCc1cc2cc(C(=O)NC)c(=N)oc2cc1O	4	101	1.3	1474	x	2	5	0	1.1	-10	-34
COc1ccc(-c2nc3cc(NC(=O)Cc4ccc(OC)c(OC)c4)ccc3o2)cc1	43	66	1.2	1496	x	0	-4	-1	1.2	1	-17
Cc1ccc(S(=O)(=O)N2CCC(=O)N(CCOCc3ccccc3)CC2)cc1	-1	99	1.1	1564	0.89	12	-3	8	1	1	-7
CCOc1ccc(NC(=S)Nc2ccc3nsnc3c2)cc1	-2	104	1	1676	0.002	-7	13	15	0.9	9	2
C#CCOc1nc(OCC#C)nc(OCC#C)n1	3	104	1	1480	0.27	5	6	1	1.1	-8	1
O=[N+]([O-])c1ccc(C=Nc2ccc(Cl)cc2Cl)s1	-1	105	0.8	1375	x	4	0	-4	1	2	25

Screening data from PubChem BioAssay.

An unsorted share of the library; 3.7% or so of the library scored in one or more.
